High-throughput results from PubChem BioAssay.
M1AAP inhibition = malaria alanyl aminopeptidase activity blockers – biochemical, fluorogenic H-Leu-NHMec substrate, 1536-well (AID 1445) | recombinant M1AAP, H-Leu-NHMec fluorogenic kinetic assay; higher % means a stronger effect | inhibition, % at 30 µM, or IC50 in µM where a hit was titrated | 0.42% of 220,000 active;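 active = primary inhibition above the hit cutoff, then over 50% inhibition at one or more dose response concentrations, cut at about 23% in these data, passing the limit was not always enough; inconclusive = conflicting primary data, or primary hits not chosen for dose response; inactive = low primary inhibition, or under 50% at every dose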;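 also: plate controls were DMSO full reaction for no effect and no enzyme background for full effect; strong numbers were not always called active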
human PMI inhibition = inhibitors of human PMI, primary screen, biochemical, fluorescence intensity, coupled assay (AID 1209); 0.42% of 190,000 active; one-dose inhibition, % at 20 µM; IC50 in µM for titrated hits; purified PMI enzyme, coupled fluorescence intensity; higher % means a stronger effect;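 also: plate controls were DMSO vehicle for no effect and wells lacking substrate for full effect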
TNAP activators = stimulation of alkaline phosphatase TNAP activity – biochemical, luminescent, no phosphate acceptor, uHTS, primary screen (AID 1001); purified TNAP, luminescent activation assay, no phosphate acceptor; higher activation fold means a stronger effect; activation fold at 20 µM, or EC50 in µM where a hit was titrated; 0.03% of 200,000 active; in the data active = activation fold from about 3, or a potency from the dose series; inactive = the rest, 99 in 100 with activation fold below about 1.6; also: many of its hits are not listed in these tables
WT yeast gro inh = growth inhibition of WT yeast, mitochondrial fusion screen. mitochondrial fusion phenotypic screen, WT strain. AID 1362. inhibition, % at 10 µM. 2.1% of 190,000 active; in the data active = inhibition above about 58%; tested in S. cerevisiae
PMI inhibition = human PMI inhibitors, high substrate, primary screen, biochemical, fluorescence intensity, high mannose 6-phosphate (AID 1220); inhibition, % at 20 µM; hits with a dose series show IC50 in µM; recombinant PMI enzyme, coupled fluorescence intensity; higher % means a stronger effect; 0.66% of 190,000 active
Myeloid diff MLP = myeloid differentiation induction; ER-HoxA9 myeloid progenitors, lysozyme-GFP differentiation, flow cytometry; 1% of 360,000 active; calls only at 10 µM; AID 624256;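 active = normalized GFP-positive differentiation at or above the plate's own cutoff, the solvent-only control mean plus 3 SD; inconclusive = no clear call, values can overlap the other calls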;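 also: cells exposed to compound for four days before flow analysis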
ER stress rescue = protection against thapsigargin-triggered cell killing – 384-well, CSM14.1, ATP luminescence, primary screen (AID 1222). cellular ATP content (survival), % at 20 µM; hits with a dose series show EC50 in µM. CSM14.1 thapsigargin-induced death rescue, ATP luminescence; higher % means a stronger effect. 190,000 tested, under 10 active;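 active = EC50 below 50 µM in the dose-response confirmation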;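 also: death triggered by thapsigargin at about 15 µM added after 2 h compound pretreatment; cell ATP read after overnight thapsigargin exposure of roughly 18 to 22 hours; normalized against plate controls of thapsigargin alone and 5% DMSO vehicle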
K1F lysis inhibition = inhibition of K1F phage lysis, E. coli UTI89, bacterial capsule biogenesis inhibitors, alamar blue (AID 488966); 0.02% of 340,000 active; E. coli UTI89 K1F phage lysis, alamar blue, 2 h; higher % means a stronger effect; inhibition, % at 100 µM; hits with a dose series show IC50 in µM;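 active = phage lysis inhibition, versus mean bacterial control, above a set limit; inconclusive = no clear call, values can overlap the other calls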;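 also: capsule biogenesis inhibitors block K1F phage lysis so surviving cells raise fluorescence; higher fluorescence means more inhibition of phage lysis; actives were called in the ten point dose series up to 300 µM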
Hep lipid drop = modulators of hepatic lipid droplet formation; AML12 mouse hepatocytes, oleate lipid droplets, BODIPY imaging; inhibition, % at 6.5 µM; 0.4% of 240,000 active; AID 1656;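 active = lipid droplet intensity inhibited by at least 50%, with more than 500 cells counted; inconclusive = wells with under 300 cells, treated as cytotoxic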
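Technique: fluorescence imaging, 20x objective, two fields per well / Assay system: AML12 hepatocytes (mouse) / Measure: % inhibition of lipid droplet signal / Doses: 6.5 µM single-point dosing / Incubation: overnight exposure / Reagent: 100 µM oleic acid challenge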
WT yeast gro inh mutant strain = second read-out of WT yeast gro inh, no call of its own (marks repeat the call); inhibition, %; mitochondrial fusion phenotypic screen, mutant strain inhibition
Hep lipid drop cells 6.5 µM = also measured in Hep lipid drop; calls as there; cell count; measured here: cell count, cytotoxicity flag;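 cells counted across two imaged fields per well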
Myeloid diff MLP GFP+ MAC1+ % = second read-out of Myeloid diff MLP, no call of its own (marks repeat the call); GFP+ MAC1+ double positive, %; measured here: differentiation confirmed by MAC1 staining
An asterisk follows results filed as active; i = inactive; ? = inconclusive; nt = no result given; [ ] = remark or other dose. Rule as the data show it, unless noted: active = inhibition above about 50%; inactive = the rest.

Structure,M1AAP inhibition,human PMI inhibition,TNAP activators,WT yeast gro inh,WT yeast gro inh mutant strain,PMI inhibition,Myeloid diff MLP,Myeloid diff MLP GFP+ MAC1+ %,ER stress rescue,K1F lysis inhibition,Hep lipid drop,Hep lipid drop cells 6.5 µM
CCCOc1cccc(C2/C(=C(/O)c3ccc(F)cc3)C(=O)C(=O)N2CCN(C)C)c1 (stereo unspecified),13%,-5%,1.1,-9,-23,-4%,i,1.1,1.5%,3.6%,nt,nt
CN(C)C(=O)c1cc(C(=O)c2ccccc2Cl)c[nH]1,4%,11%,1,2,0,7%,i,0.2,-0.3%,0.4%,24,604
COc1ccc(NC(=O)C2CCCN(S(=O)(=O)c3c(C)[nH]c(=O)[nH]c3=O)C2)cc1Cl (stereo unspecified),-3%,-15%,1.1,9,10,-12%,i,0.4,nt,-2.2%,13,660
COc1cc(CN2CCNC(=O)C2CC(=O)NCc2csc(C(C)C)n2)cc(OC)c1 (stereo unspecified),1%,2%,1.1,-5,5,13%,i,1.4,-0.3%,0.0%,-13,684
CCCC(=O)Nc1nc(-c2ccccc2)ns1,-3%,6%,1.1,9,-13,0%,i,0.7,-1.2%,0.3%[50 µM],-5,692
COc1cc2c(cc1NC(=O)CN(C)Cc1ccc(OC)c(OC)c1)oc1ccccc12,5%,7%,0.9,30,-10,-3%,?,nt,4.1%,0.0%,-4,579
Cc1ccc(N2C(=O)C3C(C(=O)c4ccccc4)=NN(c4ccccc4)C3C2=O)cc1 (stereo unspecified),2%,8%,0.9,19,10,8%,i,0.4,-1.6%,0.4%,-12,527
O=C1CC(c2ccc(O)cc2)Oc2cc(O)cc(O)c21 (stereo unspecified),-4%,12%,1,-5,-13,29%,i,1.0,-0.8%,-0.5%,4,719
Cc1ccc(NC(=O)CSc2nnc(CCNC(=O)OC(C)(C)C)o2)c(C)c1,3%,-3%,1.1,4,-1,-1%,i,2.6,-3.4%,-0.4%,-6,704
Cc1ccccc1NC(=O)c1ccc2c(c1)OCCO2,9%,13%,1.1,2,-17,8%,i,0.6,-0.4%,0.6%,8,767
Cc1c(C(=O)N2CCN(CCc3ccccc3)CC2)oc2ccccc12,3%,9%,1,2,3,-1%,i,2.1,-1.0%,2.4%,-21,770
COC(=O)c1cc(C(=O)OC)n(Cc2ccc(F)cc2)n1,14%,4%,1.1,-7,5,2%,i,0.8,nt,-0.8%,-8,651

2 entries from above, reformatted:
Value order – M1AAP inhibition, human PMI inhibition, TNAP activators, WT yeast gro inh, WT yeast gro inh mutant strain, PMI inhibition, Myeloid diff MLP, Myeloid diff MLP GFP+ MAC1+ %, ER stress rescue, K1F lysis inhibition, Hep lipid drop, Hep lipid drop cells 6.5 µM
> CCCC(=O)Nc1nc(-c2ccccc2)ns1
  -3%, 6%, 1.1, 9, -13, 0%, i, 0.7, -1.2%, 0.3%[50 µM], -5, 692
> COc1cc2c(cc1NC(=O)CN(C)Cc1ccc(OC)c(OC)c1)oc1ccccc12
  5%, 7%, 0.9, 30, -10, -3%, ?, nt, 4.1%, 0.0%, -4, 579

(listing goes on)
Structure,M1AAP inhibition,human PMI inhibition,TNAP activators,WT yeast gro inh,WT yeast gro inh mutant strain,PMI inhibition,Myeloid diff MLP,Myeloid diff MLP GFP+ MAC1+ %,ER stress rescue,K1F lysis inhibition,Hep lipid drop,Hep lipid drop cells 6.5 µM
Cc1nn2c(N)csc2nc1=O,5%,-23%,1,13,41,-6%,nt,nt,-1.5%,nt,nt,nt
COc1ccc(NC(C)=O)cc1NC(C)c1nc2sc(C)c(C)c2c(=O)[nH]1 (stereo unspecified),6%,15%,1,-1,17,67%*,i,0.4,-1.1%,0.2%,5,690
O=c1cc(N2CCOCC2)cnn1-c1ccccc1,8%,-11%,1.1,-2,-2,-4%,i,2.3,0.4%,1.3%[50 µM],4,643
Clc1ccccc1Cc1noc(CN2CCN(c3cnccn3)CC2)n1,1%,8%,1.1,16,5,6%,i,0.2,1.4%,0.0%,-10,668
COC(=O)c1c(C)[nH]c(C(=O)OCC(=O)NC(C)(C)C)c1C,2%,10%,1.1,3,-5,12%,i,0.2,1.4%,-0.3%,10,674
Cn1c(CO)cnc1SCc1ccc(F)cc1,1%,17%,1.1,-17,4,15%,i,0.3,-0.8%,0.6%,nt,nt
O/N=C/c1ccccc1OCc1ccc(Cl)cc1,5%,13%,1.1,22,34,11%,i,0.4,-2.8%,0.2%,nt,nt
O=C(Cn1nc(-c2ccccc2F)ccc1=O)Nc1ccc(S(=O)(=O)N2CCCCCC2)cc1,4%,25%,1,-6,-5,20%,i,0.7,-2.2%,1.1%[50 µM],-1,565
CS(=O)(=O)N1CCN(c2nc(-c3ccc(F)cc3)cs2)CC1,3%,-12%,1,12,0,-6%,i,0.7,-0.3%,1.2%,nt,nt
CC(C)Oc1cccc(C(=O)O)c1,9%,5%,1.1,-6,4,-1%,i,1.0,-1.3%,0.5%,10,794
CC(C)CC(=O)Nc1ccc(C(=O)NN2C(=O)c3ccccc3C2=O)cc1,2%,-12%,1.1,-10,-4,-3%,i,0.6,-1.3%,1.3%,0,731
COCCn1c(-c2cccc(Br)c2)nc2c(c(=O)c3ccccc3n2C)c1=O,14%,nt,nt,nt,nt,nt,i,0.1,nt,0.7%,-2,640
Cc1[nH]c2ccccc2c1C(=O)C(=O)N1CCCc2ccccc21,3%,13%,1,21,8,8%,i,1.0,9.7%,-3.3%,-10,551
Brc1ccc(/C=C/C=N/Nc2nc3ccccc3s2)cc1,6%,-7%,1.5,-4,64,-9%,i,7.5,-1.2%,-0.5%,nt,nt
NC(=O)c1c(NC(NC(=O)c2ccco2)(C(F)(F)F)C(F)(F)F)sc2c1CCCC2,11%,13%,1.1,14,16,7%,i,0.1,-1.3%,-2.1%,9,755
Cc1noc(C)c1COC(=O)c1ccccc1Sc1ccccc1C#N,6%,-3%,1.1,2,20,-4%,i,1.2,4.7%,2.2%,nt,nt
Cc1ccc(NC(=O)Cn2c(O)c(N=NC(=O)c3ccncc3)c3ccccc32)cc1,9%,-1%,1.1,0,4,1%,i,0.5,-0.5%,-0.1%,9,662
Cc1ccccc1-n1c(=O)cc(N2CCc3ccccc3C2)[nH]c1=O,1%,8%,1.1,11,3,2%,i,1.4,-2.8%,1.5%,7,705
COc1ccc(NC(=O)NC2CC3CCCC(C2)N3Cc2ccccc2)cc1 (stereo unspecified),1%,1%,1.3,4,4,6%,i,0.9,0.2%,0.0%,nt,nt
O=C1CN(C(=S)Nc2ccccc2Cl)CCN1,3%,2%,1.1,3,-11,4%,i,1.0,-0.8%,0.2%,7,664
O=C(C1CCCN1S(=O)(=O)c1cccc2nsnc12)N1CCCCC1 (stereo unspecified),6%,nt,nt,nt,nt,nt,i,0.1,nt,-0.3%,-8,727
CCCCOc1ccc(/C=C2/Sc3ccccc3C2=O)cc1,11%,14%,0.9,40,3,13%,i,1.2,-4.7%,5.2%,0,689
Cc1ccc(-c2ccc(CO)o2)cc1N,2%,-1%,1.1,-7,-2,3%,nt,nt,-1.1%,-0.5%,-2,741
Cc1nn(C)c(C(=O)Nc2ccn(Cc3ccccc3F)n2)c1[N+](=O)[O-],10%,8%,1.1,-4,-13,5%,i,2.3,-0.9%,3.0%,nt,nt
CNc1ccccc1-c1nc2ccccc2n(C)c1=O,17%,3%,1,-8,-24,6%,i,0.1,-2.0%,4.3%,0,739
Cc1cc(C)nc(NC(=O)/C=C/c2ccc(Cl)cc2Cl)c1,3%,10%,1,74*,69*,6%,i,0.8,-3.8%,3.5%,nt,nt
Cc1cc(C)cc(OC(C)c2ccnc3nc(/N=C/N(C)C)nn23)c1 (stereo unspecified),2%,1%,1.1,-6,1,1%,i,6.3,-2.3%,0.3%,nt,nt
C#CC(C)(CC)NC(=O)Cn1nnc(-c2ccc(S(C)(=O)=O)cc2)n1 (stereo unspecified),-3%,15%,1.1,-11,-2,5%,i,0.7,0.0%,0.4%,nt,nt
CCOc1cc(N2CCOCC2)c(OCC)cc1NC(=O)COC(=O)[C@@H]1CCCN1S(=O)(=O)c1ccccc1F,10%,6%,0.9,-21,-11,53%*,i,0.3,0.2%,-1.4%,11,621
COc1c(F)c(F)c(C(=O)Nc2ccc(N3CCN(Cc4ccccc4)CC3)cc2)c(F)c1F,-1%,17%,1.1,26,10,8%,i,0.7,-2.0%,0.9%,11,721
Cc1noc(C)c1C(=O)N(CC(=O)NC1CCCC1)Cc1ccccc1F,7%,3%,1.1,13,16,5%,i,1.0,-2.9%,0.9%,-1,671
COc1ccc(NC(=O)CCNS(=O)(=O)c2cccc3nsnc23)cc1OC,2%,-7%,1.1,7,-11,-8%,i,0.0,-3.4%,6.9%,10,697
COc1ccccc1CCNC(=O)Cc1cccs1,2%,nt,nt,nt,nt,nt,i,0.6,nt,3.5%[50 µM],1,724
O=C(Nc1cccc(S(=O)(=O)N2CCCCC2)c1)c1ccccc1NS(=O)(=O)c1ccc(F)cc1,12%,4%,0.8,4,1,-3%,i,0.3,1.2%,2.6%,-54,581
CC(=O)C(C)Oc1cc(C)cc2oc(=O)c(C)c(C)c12 (stereo unspecified),9%,8%,1.1,2,1,3%,i,0.3,3.1%,-0.4%,nt,nt
CCCC(=O)NC(=S)Nc1ccc(S(=O)(=O)Nc2ccc(OCC)cc2)cc1,6%,21%,1,44,-14,7%,i,0.5,-3.6%,0.2%,7,659
COc1ccccc1N1CCN(C(=O)C(F)F)CC1,11%,10%,1.1,-11,-22,7%,i,4.6,-1.2%,-1.9%,nt,nt
CN1c2ccsc2/C(=N/Nc2ccccc2)CS1(=O)=O,3%,-52%,1,81,87,-110%,?,nt,nt,-1.3%,1,684
COc1ccc(S(=O)(=O)N2CCCOC2CNC(=O)C(=O)NCCCn2ccnc2)cc1OC (stereo unspecified),0%,-6%,1.1,-8,10,-7%,i,0.6,0.4%,0.0%,-3,623
O=C(CN1CCCCCC1)Nc1ccccc1Oc1ccccc1,-1%,6%,1.1,13,11,8%,i,0.6,0.4%,0.4%,11,749
COC(=O)c1ccccc1-c1ccc(/C=C2\C(=O)N(c3ccccc3)N=C2c2ccccc2)o1,1%,6%,0.9,10,12,8%,i,0.9,-2.1%,2.2%,nt,nt
O=C(/C=C/C=C/c1ccccc1)CC1(O)C(=O)N(CCc2ccccc2)c2ccccc21 (stereo unspecified),10%,28%,1.1,60*,36*,18%,i,0.8,-1.4%,-0.4%,nt,nt
CCC(c1nnnn1Cc1ccco1)N(CCc1ccccc1)Cc1cc2cc(C)ccc2[nH]c1=O (stereo unspecified),nt,0%,0.8,nt,nt,4%,i,1.3,-0.6%,0.1%,nt,nt
